proCasp7 act: counter-screen for procaspase-3 activators: activators of human procaspase-7 | recombinant procaspase-7, Ac-DEVD-pNA absorbance 405 nm; D23A/D198A/D206A triple mutant, cannot self-cleave; scale: DMSO 0, 5 µM enzyme 100 | activation, % at 8.5 µM | 330,000 tested, 0.093% active | AID 463210;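 active = percent activation above the screen-wide mean plus 3 SD, cut at about 25% in these data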
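System: Uncleavable procaspase-7 mutant enzyme; Amount: 2 µM procaspase-7 mutant as dispensed; Schedule: 1 h compound preincubation, 2 h substrate cleavage, 25 °C; Measured by: 405 nm absorbance of p-nitroaniline; Evaluation: percent activation from buffer-corrected 0–120 min absorbance change; Control set: low DMSO alone, high DMSO plus 5 µM PC-7.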
MEP2 TOR yeast: yeast TOR pathway MEP2-GFP modulation; GFP response vs DMSO, % at 10 µM; 330,000 tested, 0.51% active; S. cerevisiae MEP2-GFP strain, flow cytometry GFP, 3 h; 100% = DMSO control level; AID 2016;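 active = GFP response versus DMSO above a set limit, roughly screen mean plus 3 SD, cut at about 180% in these data; inconclusive = fewer than 70 cells counted for a yeast strain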;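 also: median GFP fluorescence of the barcode-gated MEP2-GFP cells per well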
RPL19A TOR yeast: yeast TOR pathway RPL19A-GFP modulation; percent response vs DMSO, % at 10 µM; 330,000 tested, 0.3% active; AID 2025; S. cerevisiae RPL19A-GFP strain, flow cytometry, 3 h; stronger effect = lower value;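 active = percent response vs DMSO below 50%; inconclusive = fewer than 70 events counted for the yeast strain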;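 also: median channel GFP fluorescence of the barcoded RPL19A-GFP strain; ratio of sample median GFP to plate DMSO average so 100% = DMSO; lower means less RPL19A-GFP as with rapamycin TOR inhibition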
AHR activator: activates the human aryl hydrocarbon receptor | AHR-responsive luciferase reporter cells, luminescence | activation, % at 5 µM | 320,000 tested, 2.5% active | AID 2796; in the data active = activation above about 47%;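 also: 0% = vehicle wells and 100% = reference agonist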
Target sequence (P35869 whole entry, looked up): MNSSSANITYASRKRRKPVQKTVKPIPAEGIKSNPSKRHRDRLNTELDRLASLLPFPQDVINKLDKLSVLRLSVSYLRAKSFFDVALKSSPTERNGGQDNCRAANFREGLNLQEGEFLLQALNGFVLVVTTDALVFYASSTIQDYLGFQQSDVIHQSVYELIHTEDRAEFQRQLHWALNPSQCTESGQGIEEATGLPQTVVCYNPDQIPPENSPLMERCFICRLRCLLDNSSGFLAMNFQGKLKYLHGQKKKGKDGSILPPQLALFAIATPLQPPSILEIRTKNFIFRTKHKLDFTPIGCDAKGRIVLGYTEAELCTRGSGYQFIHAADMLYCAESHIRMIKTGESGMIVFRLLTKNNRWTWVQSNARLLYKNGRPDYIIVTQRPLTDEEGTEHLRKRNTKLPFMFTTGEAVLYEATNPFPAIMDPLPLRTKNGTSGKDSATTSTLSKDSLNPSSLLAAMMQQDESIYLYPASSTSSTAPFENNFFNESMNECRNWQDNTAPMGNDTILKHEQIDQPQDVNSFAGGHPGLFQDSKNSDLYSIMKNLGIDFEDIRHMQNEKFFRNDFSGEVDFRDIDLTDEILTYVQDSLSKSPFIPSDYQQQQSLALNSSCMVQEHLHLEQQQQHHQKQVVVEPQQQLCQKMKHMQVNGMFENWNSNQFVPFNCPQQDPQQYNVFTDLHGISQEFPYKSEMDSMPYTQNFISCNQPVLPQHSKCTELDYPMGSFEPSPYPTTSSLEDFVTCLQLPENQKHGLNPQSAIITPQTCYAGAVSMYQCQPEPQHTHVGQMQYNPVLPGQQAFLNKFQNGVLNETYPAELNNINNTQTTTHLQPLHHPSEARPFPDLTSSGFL
AGP1-GFP MLPCN: modulators of TOR pathway AGP1-GFP in S. cerevisiae | S. cerevisiae AGP1-GFP multiplex flow cytometry, 3 h; GFP as percent of DMSO wells | GFP response vs DMSO, % at 10 µM | 320,000 tested, 0.02% active | AID 2066;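 active = GFP response relative to DMSO above a set limit, near screen average plus 3 SD, cut at about 150% in these data; inconclusive = fewer than 70 cells counted for the yeast strain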;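 also: median GFP channel fluorescence of the gated AGP1 strain per well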
LAP4-GFP MLPCN: modulators of TOR pathway LAP4-GFP in S. cerevisiae | S. cerevisiae LAP4-GFP multiplex, flow cytometry GFP, 3 h; median GFP as percent of DMSO wells | GFP response vs DMSO, % at 10 µM | 320,000 tested, 0.34% active;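 active = GFP response vs DMSO above a set limit, about the screen mean plus 3 SD, cut at about 150% in these data; inconclusive = under 70 cell events counted for the yeast strain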
procasp3 activ: activates human procaspase-3; recombinant procaspase-3 D3A, Ac-DEVD-pNA absorbance 405 nm; activation, % at 8.5 µM; 330,000 tested, 0.11% active; AID 463141;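 active = activation above the mean of all tested compounds plus 3 SD, cut at about 21% in these data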;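 also: 0% = DMSO alone and 100% = DMSO wells spiked with extra 5 µM PC-3 D3A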
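Assay system: Procaspase-3 D3A mutant, all three cleavage aspartates alanine. Buffer or medium: Zinc-free HEPES saline buffer with Triton X-100. Times: 1 h compound preincubation, 2 h substrate hydrolysis at 25 °C. Measured by: 405 nm absorbance of p-nitroaniline, reads at 0 and 120 min. Read-out basis: percent activation relative to control range. Replicates: singlicate.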
CIT2-GFP yeast: alters CIT2-GFP fluorescence in TOR pathway yeast screen. S. cerevisiae CIT2-GFP strain, flow cytometry, 3 h; 100 means same as DMSO wells. GFP response vs DMSO, % at 10 µM. 320,000 tested, 0.065% active. AID 2029;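 active = GFP response relative to DMSO above a set limit, near the screen mean plus 3 SD, cut at about 150% in these data; inconclusive = Fewer than 70 cells measured for a yeast strain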;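 also: ratio of well median GFP fluorescence to mean of DMSO wells on the plate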
* marks the source's active call; other numbers are inactive results; ? = inconclusive; [ ] = dose if it differs, or a comment.

compound,RPL19A TOR yeast,proCasp7 act,MEP2 TOR yeast,CIT2-GFP yeast,AHR activator,AGP1-GFP MLPCN,procasp3 activ,LAP4-GFP MLPCN
Cc1cccc(N2CC(C(=O)Nc3nnc(SCc4cccnc4)s3)CC2=O)c1 (stereo unspecified),101,-4,105,102,-1,110,-8,118
COc1ccc(Cn2nnc(C(=O)Nc3ccc4c(c3)OCCO4)c2N)cc1Br,108,-7,114,110,31,108,-8,109
CCC(C)NC(=O)c1ccc(CSc2nc3ccncc3n2Cc2ccc(F)cc2)cc1 (stereo unspecified),97,7,102,99,12,98,2,96
O=C(CNS(=O)(=O)c1ccc(Br)cc1)NC1CCCC1,101,0,100,109,3,100,1,98
Oc1cnc2ccccc2c1CN1CCOCC1,98,-3,92,91,4,96,2,106
CCc1ccc(Nc2nnc(SCC(=O)Nc3sccc3C(N)=O)s2)cc1,40*[may fluoresce violet],-9,194*[may fluoresce violet],?,60*,17[may fluoresce violet],-7,86[may fluoresce violet]
CNc1ccccc1C(=O)OCC(=O)c1ccc(F)cc1,92,0,90,75,4,87,2,97
COc1ccc(/C=C(/NC(=O)c2ccc(C)cc2)c2nc3ccccc3[nH]2)cc1OC,85,3,80,92,18,87,-7,87
Cc1ccc(-c2ccc(=O)n(Cc3ccc(F)cc3)n2)cc1,98,-9,104,92,1,92,14,104
Cc1cccc(-c2nc(CS(=O)CC(=O)NC(C)CCc3ccccc3)c(C)o2)c1 (stereo unspecified),98,7,99,95,2,97,1,92
COc1ccc(-c2nc3ccccc3n2OCC(=O)O)cc1,96,4,107,97,3,102,-1,101
O=C(COc1cccc2cccnc12)Nc1ccccc1N1CCOCC1,95,8,97,97,4,98,-3,93
Cc1nc2ccc(S(=O)(=O)NC(C(=O)N3CCCCCC3)C(C)C)cc2s1 (stereo unspecified),97,-3,109,95,-1,101,-5,99
CCn1ncc(CN2CCC(Oc3ccc(C(=O)N4CCCC4)cc3)CC2)c1C,69,4,111,100,0,17,3,89
CCOC(=O)c1c(NC(=O)C2C3C=CC(C3)C2C(=O)O)sc2c1CCC(C)C2 (stereo unspecified),104,-10,104,104,-1,96,-1,88
O=C(NC1CCCC1)C(c1ccsc1)N(Cc1ccccc1)C(=O)Cc1cccs1 (stereo unspecified),99,4,97,93,-2,101,6,98
COc1ccccc1C(CNc1ncccc1[N+](=O)[O-])N(C)C (stereo unspecified),98,-12,94,108,1,100,-9,89
O=C(Nc1ccccc1)N1CCc2c([nH]c3ccccc23)C1C(F)(F)F (stereo unspecified),93,2,88,94,8,98,-10,96
Cc1ccc(S(=O)(=O)Nc2ccc(C(OC(=O)c3ccccc3[N+](=O)[O-])(C(F)(F)F)C(F)(F)F)cc2)cc1,100,-6,102,101,4,96,-13,86
Cc1cccc(N(CC(=O)NC2CCCCC2)C(=O)CCCC(=O)Nc2ccccn2)c1C,101,2,94,93,-2,99,-2,83
O=C(Nc1ccc2c(c1)OCO2)c1cnn2cccnc12,95,5,101,91,108*,93,-7,106
O=C(COc1ccc(S(=O)(=O)N2CCOCC2)cc1)NCCc1ccccc1,96,7,99,100,0,108,9,97
Cc1cc(NC(=O)CN2CCCC(C)C2)no1 (stereo unspecified),92,6,99,96,0,96,-3,94
Cc1ccc(C[n+]2cc(-c3ccc(Cl)cc3)n3c2CCC3)cc1,103,9,106,105,3,112,0,115
CC(=O)Nc1ccc(NC(=O)C(C)OC(=O)CNS(=O)(=O)/C=C/c2ccc(C)cc2)cc1 (stereo unspecified),97,11,96,89,-1,105,15,101
O=C1/C(=C\c2ccc(O)cc2)SC(=S)N1c1cccnc1,101,-21,103,105,18,97,-8,90
COc1ccc(/C=C2\SC(=O)N(CCC(=O)N3CCCCC3)C2=O)cc1OC,107,-6,105,96,2,91,-11,98
COc1ccc(CNS(=O)(=O)CCNC(=O)c2ccc3c(c2)OCO3)cc1,93,6,93,86,2,103,1,108
O=C1N(c2ccc(Cl)cc2)C(c2ccc(Cl)cc2)N2CCCN12 (stereo unspecified),95,8,95,89,54*,98,6,100
CCCCN(C(=O)C1=NN(c2ccccc2)C(=O)CC1)c1c(N)n(CC(C)C)c(=O)[nH]c1=O,94,4,94,93,3,98,5,94

2 entries from above in another layout:
Below each compound: RPL19A TOR yeast | proCasp7 act | MEP2 TOR yeast | CIT2-GFP yeast | AHR activator | AGP1-GFP MLPCN | procasp3 activ | LAP4-GFP MLPCN
> O=C(COc1ccc(S(=O)(=O)N2CCOCC2)cc1)NCCc1ccccc1
→ 96 | 7 | 99 | 100 | 0 | 108 | 9 | 97
> Cc1cc(NC(=O)CN2CCCC(C)C2)no1 (stereo unspecified)
→ 92 | 6 | 99 | 96 | 0 | 96 | -3 | 94

(more compounds)
compound,RPL19A TOR yeast,proCasp7 act,MEP2 TOR yeast,CIT2-GFP yeast,AHR activator,AGP1-GFP MLPCN,procasp3 activ,LAP4-GFP MLPCN
CC(C)CCNC(=O)CN(C(=O)Cn1nnc(-c2ccccc2F)n1)c1cccc2c1CCCC2,97,10,102,105,0,102,-9,98
CC(C)C(NC(=O)c1cccnc1)C(=O)O (stereo unspecified),99,1,92,99,-3,104,-1,93
Cc1nc2ccccc2n1CC(O)COc1ccc(Br)cc1 (stereo unspecified),91,-7,94,94,3,95,4,94
CCC(C)NC(=O)C1CCC(CNS(=O)(=O)c2ccc3c(c2)N(C(C)=O)CCO3)CC1 (stereo unspecified),104,6,111,103,-2,107,7,113
CCOc1ccc(-n2c(=O)c3c(C)c(C)sc3n(CC(=O)NCc3ccco3)c2=O)cc1,100,3,102,101,2,105,4,99
CCN(CC)C(=S)SCC(=O)c1c(C)[nH]c2ccccc12,97,10,102,94,11,91,3,93
COc1ccc(/C=C/c2cc(C(=O)O)c3ccccc3n2)cc1,101,5,102,105,-4,100,10,95
CCOC(=O)c1cc(-c2ccco2)nc2c1c(C)nn2CCC#N,100,-27,96,102,0,85,-8,108
O=C(Cn1cnc2c(oc3ccccc32)c1=O)c1ccccc1,98,8,98,94,7,99,-6,93
Cc1cc(=O)oc2cc(OCC(=O)N3CCc4ccccc4C3)ccc12,99,15,98,95,7,97,-5,95
CN1CCC2(CC1)N=C(c1ccc(F)cc1)C(=S)N2C(=O)c1ccc(C(C)(C)C)cc1,114,5,106,105,-2,99,-1,88
O=C(CSc1nnc(-c2cccs2)n1-c1ccccc1)Nc1ccccc1,97,4,97,107,-5,103,12,94
CCCN1CCN(CCCNC(=O)c2cc3c(s2)-c2c(C)cccc2OC3)CC1,96,6,109,96,6,96,-3,96
CCC(=O)Nc1ccc2nc(C)n(CC(=O)Nc3ccccc3)c(=O)c2c1,101,-5,99,104,6,99,-4,98
COc1ccc(N(CC(=O)Nc2cc(OC)ccc2OC)S(=O)(=O)c2c(C)nn(C)c2C)cc1,103,-3,102,115,20,105,-3,115
O=C(COC(=O)COc1cccc(F)c1)NCC1CCCCC1,101,5,103,98,1,93,8,97
CCOC(=O)Cc1csc(NS(=O)(=O)c2ccc(OC)cc2)n1,105,-6,99,95,2,101,2,105
COc1cccc(/C=N/NC(=O)c2ccoc2C)c1,62[may fluoresce violet],6,322*[may fluoresce violet],?,15,?,-4,104[may fluoresce violet]
NC(=O)/C=C\c1cn(-c2ccccc2)nc1-c1ccc2c(c1)OCCO2,101,-2,104,106,3,103,-3,94
O=C(O)CC/C(=N\Nc1ccc(S(=O)(=O)N2CCOCC2)cc1[N+](=O)[O-])c1cccs1,97,0,97,117,-4,105,-11,111
COc1ccc(C(C(=O)NC2CCCC2)N(CCO)C(=O)Cn2nnc(-c3ccc(C)o3)n2)cc1 (stereo unspecified),103,-1,104,98,0,99,4,96
O=[N+]([O-])c1ccc(N2CCN(c3ccccc3F)CC2)c(S(=O)(=O)N2CCOCC2)c1,103,-2,106,97,3,101,9,98
O=C(OCC(=O)N1CCOCC1)c1ccc(F)cc1Cl,98,-3,96,94,-1,90,4,87
O=C(O)Cn1c(=O)c(F)cn(C2CCCO2)c1=O (stereo unspecified),93,-1,103,97,-1,90,7,85
Cc1c(Cl)cccc1-c1ccc(CNCc2ccccn2)o1,108,6,116,106,6,109,-5,103
COC(=O)C1=C(C)NC(C)=C(C(=O)OC)C1c1ccc(C)o1,101,-2,101,100,-3,101,-2,96
COc1ccc(C2C(C(=O)N3CCN(c4ccccn4)CC3)CCC(=O)N2c2cc(OC)c(OC)c(OC)c2)cc1 (stereo unspecified),101,4,99,80,3,103,5,91
COc1ccccc1Cc1nc(-c2ccc(C)cc2)no1,91,-6,99,94,7,100,1,96
ClCCCc1cn(C[C@H]2CC[C@@H]([C@@H]3CC[C@H](Cn4cc(CCCCl)nn4)O3)O2)nn1,90,1,84,62,0,69,0,106
COc1cccc(CNC(=O)C2CSC3(C)CCC(=O)N23)c1 (stereo unspecified),100,1,107,104,-1,105,2,103
CC(C)(C)c1cc(=O)[nH]c(SCc2ccccc2)n1,101,2,100,99,2,101,12,100
O=C(c1ccc(Cl)cc1)N1CCN(CCOc2ccccc2)CC1,103,-19,102,101,-2,96,-2,92
CCCn1c(SCC(=O)c2[nH]c(C)c(C(C)=O)c2C)n[nH]c1=O,97,5,99,99,3,99,-2,96
Cn1c(Cc2csc(N)n2)nnc1SCC(=O)NCc1ccccc1,104,11,105,108,-2,108,6,104
CC1CCCCC1NC(=O)CN1CCC(NC(=O)c2cccc(F)c2)CC1 (stereo unspecified),106,14,100,101,0,103,2,91
Cc1ccc(S(=O)(=O)n2nccc2-c2c(-c3ccc(Cl)cc3)noc2C)cc1,96,4,120,112,2,96,5,100
CC1CN(S(=O)(=O)c2ccc(C(=O)NCCCn3ccnc3)cc2)CC(C)O1 (stereo unspecified),102,3,110,106,5,108,-1,102
COc1ccc(C(C)NC(=O)C2CCCC2)cc1OC (stereo unspecified),105,6,115,115,1,107,12,99
CC(=O)Nc1ccc(C(=O)Nc2nc(-c3cc(C)n(Cc4ccccc4)c3C)cs2)cc1,102,-8,100,101,2,99,-3,93
CC(C)Cn1c(N)c(C(=O)CSc2ncccn2)c(=O)n(C)c1=O,97,2,96,100,7,103,1,105
O=C(NCCCn1ccnc1)C1CC2CCC1C2 (stereo unspecified),101,-6,102,97,14,102,4,101
Cc1cc(C)n2nc(SCC(=O)N(C)Cc3ccccc3)nc2n1,95,0,93,101,-2,94,-4,93
Cc1nc(N2CCC(C)CC2)c2c(C)c(C(=O)O)sc2n1,102,-11,104,102,8,105,13,102
O=C(CN1CCSCC1)N/N=C/c1ccc(Cl)cc1,93,6,88,92,7,99,-2,102
O=C(NCc1ccco1)C1(c2ccc(Br)cc2)CCCC1,97,-1,108,95,3,100,2,107
CCCOC(=O)C(C)n1cnc2sc(C)c(C)c2c1=O (stereo unspecified),101,-2,99,95,-1,104,-2,103

Not a hit list, and some 3.5% of all compounds hit somewhere here.
